# Ecoli viability – reduces bacterial viability in AddAB counter-screen | E. coli V3065 growth, OD600 absorbance, 18 h | inhibition, % at 11.9 µM | 330,000 tested, 0.27% active | AID 449728;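 active = inhibition above the campaign's mean inhibition across all tested compounds plus 3 SD, cut at about 9.9% in these data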;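 also: uninfected addAB+ strain grown without phage in ampicillin broth; 0% = DMSO wells and 100% = ciprofloxacin 0.95 µg/ml wells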
# AddAB inh – less growth of phage-infected E. coli with AddAB; E. coli expressing H. pylori AddAB, absorbance growth; 330,000 tested, 0.29% active; AID 435030; inhibition, % at 11.9 µM; in the data active = inhibition above about 12%;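 also: 0% = vehicle wells of infected cells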
# MOR-DOR ag – agonists of human mu-delta opioid receptor heterodimerization | 340,000 tested, 0.3% active | cells, OPRM1-OPRD1 heterodimerization, luminescence | P35372+P41143 | activation, % at 9.3 µM; in the data active = activation above about 18%;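 also: 0% = vehicle-treated cells and 100% = reference agonist; values of inactives mirror those of a sister screen read the other way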
# phage Ecoli inh – E. coli growth loss with phage present | 360,000 tested, 0.26% active | AID 651602 | growth absorbance | inhibition, % at 11.9 µM; in the data active = inhibition above about 11%
# DSG3 Ab inh – blocks pemphigus antibody binding to human desmoglein-3. binding (percent of control), % at 10 µM. DSG3-coupled beads, scFv-anti-DSG3-GFP binding, flow cytometry; hits give low values. AID 588358. P32926. 310,000 tested, 0.48% active;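 active = binding more than 3 SD below its plate's average and above zero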;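 also: hits lower antibody fragment binding to DSG3; some compounds called inactive have numbers as strong as hits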
# Target sequence (P32926 whole entry, looked up, the tested form may be a part): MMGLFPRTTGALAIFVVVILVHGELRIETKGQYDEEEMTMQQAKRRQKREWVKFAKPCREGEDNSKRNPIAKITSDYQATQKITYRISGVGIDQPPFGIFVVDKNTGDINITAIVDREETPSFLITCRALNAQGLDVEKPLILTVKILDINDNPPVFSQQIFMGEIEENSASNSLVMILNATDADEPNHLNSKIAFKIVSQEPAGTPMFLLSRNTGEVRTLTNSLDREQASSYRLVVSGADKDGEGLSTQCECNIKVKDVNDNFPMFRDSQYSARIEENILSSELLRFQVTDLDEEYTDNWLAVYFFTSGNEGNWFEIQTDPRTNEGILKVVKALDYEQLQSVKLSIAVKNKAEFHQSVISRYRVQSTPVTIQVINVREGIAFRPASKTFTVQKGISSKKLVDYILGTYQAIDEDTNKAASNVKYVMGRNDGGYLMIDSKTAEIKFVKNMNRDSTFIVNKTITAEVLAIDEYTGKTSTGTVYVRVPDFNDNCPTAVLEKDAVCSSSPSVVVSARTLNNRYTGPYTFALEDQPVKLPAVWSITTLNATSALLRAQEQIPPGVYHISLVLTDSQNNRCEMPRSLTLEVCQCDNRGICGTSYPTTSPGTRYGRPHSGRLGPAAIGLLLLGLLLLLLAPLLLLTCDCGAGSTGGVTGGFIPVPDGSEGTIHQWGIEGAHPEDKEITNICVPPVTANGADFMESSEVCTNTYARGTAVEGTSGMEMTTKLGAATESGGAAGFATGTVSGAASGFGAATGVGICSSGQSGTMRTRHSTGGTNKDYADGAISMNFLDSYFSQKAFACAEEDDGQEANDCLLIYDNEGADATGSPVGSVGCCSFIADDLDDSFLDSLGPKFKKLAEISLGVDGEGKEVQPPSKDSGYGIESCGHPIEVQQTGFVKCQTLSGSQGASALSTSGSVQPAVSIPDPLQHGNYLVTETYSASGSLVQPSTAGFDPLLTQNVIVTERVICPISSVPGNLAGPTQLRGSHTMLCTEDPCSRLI
# PfHsp90 set2 – inhibits growth of yeast expressing Plasmodium falciparum Hsp90; S. cerevisiae expressing PfHsp90, BacTiter-Glo ATP, 48 h; yeast lacking PDR1 and PDR3 efflux regulators; inhibition, % at 9.4 µM; 310,000 tested, 0.32% active; AID 504621;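 active = every replicate shows inhibition above about 80%, whatever the replicate mean, limit read from the data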;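 also: 0% = DMSO neutral controls and 100% = 20 µM radicicol positive controls; yeast relying on Plasmodium falciparum Hsp90 in place of its own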
# OPRM1-OPRD1 inv – inverse agonist of human OPRM1-OPRD1 heterodimerization; cell-based MOR-DOR heterodimer luminescence, inverse agonism; inhibition, % at 9.3 µM; 340,000 tested, 0.21% active; in the data active = inhibition above about 22%, passing the limit was not always enough;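 also: 0% = cells with DMSO and 100% = wells without cells with DMSO; values of inactives mirror those of a sister screen read the other way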
# PKA-R1A activ – activates the PKA-R1A holoenzyme complex; AID 504707; PKA-R1A dissociation, Cy5-IP20 fluorescence polarization; scaled: DMSO 0%, 113 µM cGMP 100%; P00514+P68181; activation, % at 11.4 µM; 340,000 tested, 0.083% active;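 active = percent activation above the mean of all tested compounds plus 3 SD, cut at about 19% in these data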;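 also: higher means more PKAc released from R1A so a rise in polarization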
# Tat export inh – E. coli Tat transport inhibition; 340,000 tested, 0.036% active; E. coli MC4100 TorA-mCherry Tat export, fluorescence; AID 488895; inhibition, % at 10 µM;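 active = mean replicate inhibition at least 50% and at least half of replicates individually reaching 50%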;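 also: exported cargo escapes ClpAP degradation while cytoplasmic cargo is degraded and loses fluorescence; 0% = median of neutral control wells and 100% = median of NaSCN control wells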
# SUMO Mot1 rescue – blocks SUMOylation pathway, rescuing yeast Mot1-301 growth; 320,000 tested, 1% active; growth rescue, % at 18.8 µM; S. cerevisiae Mot1-301 growth rescue, ATP luminescence, 38.5C; percent above DMSO median, 100 means doubled;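 active = every valid replicate shows activation above 250% relative to neutral control wells; inactive = the rest, any valid replicate at or below 250%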;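 also: OY570 slx delta 5 strain wells were the positive control but not used for scaling; some compounds called inactive have numbers as strong as hits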
# Arr AP2 block – blocks beta-arrestin peptide binding to AP2 adaptin. FITC-arrestin peptide / GST-AP2 beads, flow cytometry; AP2 beta2 appendage carries R879A mutation. inhibition, % at 10 µM. 340,000 tested, 0.31% active;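 active = inhibition above a set limit, near 3 SD of compounds lacking own fluorescence, cut at about 54% in these data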;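 also: plate controls were DMSO wells for no effect and 5 µM unlabelled arrestin peptide for full effect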
#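 System: GST-AP2 R879A bound to glutathione beads, E. coli-expressed. Also added: 50 nM FITC-arrestin peptide. Schedule: compound with beads 12 min RT, then probe 1 h RT. Signal: bead flow cytometry, FITC channel. Read-out basis: percent response.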
# The depositor's hits bear a star; nt = no result given.
structure	Ecoli viability	AddAB inh	MOR-DOR ag	phage Ecoli inh	DSG3 Ab inh	PfHsp90 set2	OPRM1-OPRD1 inv	PKA-R1A activ	Tat export inh	SUMO Mot1 rescue	Arr AP2 block
O=C(Cc1ccccc1)N/N=C/c1ccc2cccc(O)c2n1	-1.3	-0.3	1.8	2.7	105	0	-9	-3	35	4	-19
Cc1ccc(S(=O)(=O)Nc2cccc(-n3cnnn3)c2)cc1C(=O)O	1.7	0.6	-2.1	2.2	105	-27	11	-4	-5	-10	-6
CCN(Cc1ccccc1)C(c1ccc(Cl)cc1)c1nnnn1C(C)(C)C (centres undefined)	0.2	2.7	-0.4	0.9	110	-5	2	-12	-4	-6	16
Cc1nc(-c2ccc(Cl)cc2)sc1C(=O)NNC(=O)C(C)C	-1.8	3.5	nt	3.5	101	nt	nt	nt	nt	-3	10
CCCCn1c(N)c(N(CC(C)C)C(=O)c2ccc(Br)s2)c(=O)[nH]c1=O	0.3	1.5	-3.0	1.9	100	11	16	-7	-18	-14	-9
COc1cc(CC(=O)OCC(=O)c2ccc(F)cc2)cc(OC)c1OC	-0.3	1.1	-1.5	1.9	117	29	8	-5	0	10	1
O=C1NC2(CCCCCC2)C(=O)N1Cc1cccc(Cl)c1	-1.9	-0.4	-3.0	2.8	99	-14	14	-6	13	15	-20
c1ccc(CC[C@@H]2CC[C@@H](CCc3ccccc3)N2)cc1	0.6	1.5	3.1	1.1	99	10	-18	-11	4	27	21
COc1ccc(-c2nnc3ccc(SCc4ccccc4)nn23)cc1	-2.8	-0.2	1.6	1.3	68	0	-8	-4	8	11	9
N#Cc1ccc(OCC(=O)Nc2ccc(N3CCCC3)cc2)cc1	0.0	2.0	-1.1	1.2	nt	-15	5	-3	-7	-1	-4
O=C(CSc1nnc(COc2cccc3ccccc23)o1)N1CCN(C(=O)c2ccco2)CC1	0.2	-0.3	-0.8	1.4	108	17	5	2	-5	-38	30
CC#CCCc1nc2ccccc2c(=O)n1N	0.6	1.7	-2.9	2.7	114	-1	15	3	5	0	2
Cc1noc(C)c1NC(=O)Nc1ccc2c(c1)C(=O)N([C@H](C)CO)C[C@H](C)[C@@H](CN(C)C(=O)NC1CCCCC1)O2	0.3	5.9	-1.3	2.5	102	5	8	-3	-13	-3	24
O=C1CCC(c2ccccc2)N1C(=O)c1cccnc1 (centres undefined)	1.2	1.3	-1.2	3.6	123	0	6	-1	0	5	-3
O=C(COC(=O)c1ccc(S(=O)(=O)NCc2ccco2)cc1)NCC1CCCCC1	-1.4	-0.3	2.1	1.1	102	-26	-11	-7	4	-14	-1
O=C(c1cc(Br)ccc1O)N1CCN(S(=O)(=O)Cc2ccccc2)CC1	2.5	3.2	-1.7	-0.3	90	-1	7	6	3	180	25
Clc1ccc(-c2nnc3cccc(Cl)n23)c(Cl)c1	2.1	-0.5	-1.5	1.7	107	9	8	12	8	-18	6
O=C(COc1cccc2cccnc12)N/N=C1\SCC(=O)N1CCc1ccccc1	3.0	1.7	-2.2	2.0	114	nt	11	-15	-2	7	2
COc1ccc(NC(=O)c2c(Cl)cnn2C)c(C)c1	0.1	-1.4	-0.1	5.2	103	-10	0	-2	-6	0	6
O=C(CC(=O)c1ccccc1)c1ccccc1	nt	nt	0.8	1.9	108	-3	-4	-11	-7	nt	-9
c1ccc2c(c1)-c1nc3ccccc3cc1C2N1CCOCC1 (centres undefined)	nt	nt	-1.6	1.4	94	4	8	14	2	nt	-4
COc1ccc(-c2nnc(SCC(=O)Nc3cc(S(=O)(=O)N4CCCCC4)ccc3Cl)n2N)cc1	-0.8	2.1	-0.5	0.7	112	-1	3	-8	-1	-28	-16
COc1cc(C(=O)NCC(C)C)c([N+](=O)[O-])cc1OC	-1.0	3.0	-3.4	2.3	106	nt	17	-6	7	12	1
CCCS(=O)(=O)N1CCC(C(=O)NCC2CCCO2)CC1 (centres undefined)	2.8	3.3	-2.8	3.7	108	13	16	-2	-1	-21	7
O=C(CSc1nncn1-c1cccnc1)N1CCOCC1	-0.2	0.5	-4.2	4.3	87	6	21	-8	0	-5	6
c1ccc(C2C3=C(CCCC3)Nc3ncnn32)cc1 (centres undefined)	2.7	0.1	-2.1	0.0	123	-6	9	-2	-8	16	-22
COc1cccc(CNS(=O)(=O)c2cc(-c3cc(C)no3)ccc2C(C)C)c1	-2.9	-0.9	1.3	-0.6	108	-2	-7	-3	8	-3	-5
CCOC(=O)c1sc(NC(=O)CSc2nc(-c3ccco3)cc(C(F)(F)F)n2)c(C(=O)OC)c1C	3.7	1.0	1.1	2.2	100	nt	-7	-5	-15	-1	4
O=C(Nc1cnccn1)C1c2ccccc2Oc2ccccc21	-1.8	-5.7	-3.6	3.4	99	5	19	6	-3	-4	-3
CCc1ccccc1NC(=O)c1ccc2snnc2c1	0.2	-1.4	-7.1	1.7	119	8	23	-8	6	12	-2
O=C(Nc1nccs1)C1CCCN(S(=O)(=O)c2cccnc2)C1 (centres undefined)	-3.8	3.1	-4.6	0.9	111	6	23	-6	-3	0	6
O=C(O)c1ccccc1-c1ccccc1C(=O)Nc1ccc2c(c1)[nH]c(=O)c1ccccc12	0.7	0.4	-4.0	-0.5	109	-31	18	15	-8	-4	-1
Cc1ccc(S(=O)(=O)NCC(=O)OCC(=O)Nc2cccc(S(=O)(=O)NC3=NCCCCC3)c2)cc1C	0.3	0.4	-2.9	0.8	98	6	15	-16	-9	1	-25
Cc1c(/C=N/NC(=O)c2ccccc2O)c2ccccn2c1C(=O)c1ccc(F)cc1	-0.9	1.7	-0.4	4.5	80	-5	3	-11	7	nt	10
CCCNCc1cc(Br)ccc1OCC(=O)NCCc1ccccc1	-0.4	2.3	6.6	4.0	109	-14	-40	-11	-6	183	4
O=C(c1cc2c(=O)n3ccccc3nc2s1)N1CCN(Cc2ccc3c(c2)OCO3)CC1	-1.3	2.3	-2.3	0.2	112	nt	11	4	-2	12	8
CC(Nc1ccc(Cl)cc1)c1cc(Cl)ccc1O (centres undefined)	0.4	1.9	6.3	1.3	109	3	-37	3	-1	-14	-3
CC(C)(C)c1ccc(C(=O)N2CCC(=O)N(C(CO)Cc3ccccc3)CC2)cc1 (centres undefined)	0.4	3.7	-1.1	0.3	104	4	6	-6	0	-7	-7
CCc1ccc(NC(=O)CSc2ccc(-c3ccco3)nn2)cc1	1.4	2.2	1.3	-0.4	102	26	-6	-1	5	47	12
CCC1CCCCN1C(=O)COc1cccc2c1CCN(C)C2=O (centres undefined)	1.7	1.3	0.8	0.8	110	nt	-4	-6	12	-3	24

# Exported with values under each structure: part of the list above.
# Values run as follows: Ecoli viability, AddAB inh, MOR-DOR ag, phage Ecoli inh, DSG3 Ab inh, PfHsp90 set2, OPRM1-OPRD1 inv, PKA-R1A activ, Tat export inh, SUMO Mot1 rescue, Arr AP2 block
> CC(Nc1ccc(Cl)cc1)c1cc(Cl)ccc1O (centres undefined)
    0.4, 1.9, 6.3, 1.3, 109, 3, -37, 3, -1, -14, -3
> O=C(Nc1cnccn1)C1c2ccccc2Oc2ccccc21
    -1.8, -5.7, -3.6, 3.4, 99, 5, 19, 6, -3, -4, -3

# More structures
structure	Ecoli viability	AddAB inh	MOR-DOR ag	phage Ecoli inh	DSG3 Ab inh	PfHsp90 set2	OPRM1-OPRD1 inv	PKA-R1A activ	Tat export inh	SUMO Mot1 rescue	Arr AP2 block
Cc1c(OCC(=O)N(C)C)ccc2c(-c3ccccc3)cc(=O)oc12	-2.2	-2.1	-0.5	1.1	105	-1	2	3	-3	-7	16
COc1ccc(Cl)cc1-c1nc(SCC(=O)NCCN2C(=O)CSC2=O)n[nH]1	-0.5	2.8	-2.6	2.1	105	-9	13	-12	5	1	24
COc1ccc(C(=O)Nc2cc(C)c(NC(=O)c3ccccn3)cn2)cc1	-0.8	3.2	-1.5	0.7	102	8	9	4	-8	0	-6
CCc1ccc(NC(=O)CNC(=O)[C@@H]2Cc3ccccc3CN2)cc1	-3.3	-13	-2.7	1.0	100	-5	13	-8	-1	4	2
COc1cc(NC(=O)c2cccc(C)c2)c(Cl)cc1[N+](=O)[O-]	0.8	1.7	3.4	3.5	96	19	-17	3	-5	-3	24
CC(=O)Nc1ccc(N(C(=O)c2ccccn2)C(C(=O)NC2CCCCC2)c2ccc(F)cc2)cc1 (centres undefined)	-4.0	2.1	-0.7	2.2	111	-13	5	1	3	236	11
CCOC(=O)CSC1=C(C#N)C(c2ccco2)C(C(=O)Nc2cccc(C(F)(F)F)c2)=C(C)N1 (centres undefined)	1.4	0.4	4.7	1.6	97	nt	-27	-1	-7	-6	-3
Cc1ccc(NC(=O)C2CCCN2C(=O)c2cccs2)cc1C (centres undefined)	-3.5	-0.7	-2.2	0.5	98	11	9	-4	1	-11	2
COC(=O)[C@]1(Cc2ccccc2)N[C@H](CN(C)S(=O)(=O)c2ccc(-c3ccccc3)cc2)[C@@H]2C(=O)N(C)C(=O)[C@@H]21	0.0	2.2	-3.5	2.3	90	-11	16	-1	-9	2	35
CCN(CC)c1ccc(Nc2nc(Cl)ncc2Br)cc1	-1.1	-1.4	0.9	0.6	103	12	-4	-4	0	10	5
COc1ccc(CC(=O)OCC(=O)NC(=O)NC23CC4CC(CC(C4)C2)C3)cc1	0.4	-0.5	8.2	2.6	99	7	-42	-1	12	22	-6
COc1ccc2nc(Nc3nc(C)c(C(C)=O)s3)sc2c1	-3.5	0.8	1.4	-2.6	106	-16	-7	-1	-7	-8	8
COc1ccc(/C(C)=N/NC(=O)CNC(=O)COc2ccccc2)c(OC)c1	-0.5	2.1	-3.1	1.2	nt	-4	16	-9	0	21	3
CN(CC1CCOCC1)C(=O)CC1C(=O)NCCN1CC(c1ccccc1)c1ccccc1 (centres undefined)	0.3	1.5	-1.9	-0.7	nt	4	10	2	6	70	-4
CCN1C(=NCC(C)C)N[C@@H](c2cccc(C(F)(F)F)c2)C(C(=O)OC)=C1C	2.7	3.2	-0.9	-2.5	101	25	5	5	6	779*	-8
CN(C(=S)Nc1ccc(SC(F)F)cc1)c1ccc(O)cc1	1.1	2.7	6.9	5.2	nt	-14	-36	1	-4	-1	3
O=C(O)CCCN1C(=O)/C(=C/c2ccc(-c3nc4ccccc4s3)o2)SC1=S	0.5	2.0	1.3	2.6	89*	-28	-7	1	-1	7	42
COc1ccc(C(=O)N(CC2CCCO2)C(C(=O)NC2CCCC2)c2ccc(C)cc2)cc1OC (centres undefined)	-1.7	0.7	-3.1	2.2	nt	nt	16	-7	2	8	-14
COc1cc(Cl)c(C)cc1NC(=O)CSC1=NCCS1	2.4	0.7	0.8	0.4	97	-11	-3	-1	6	-7	-7
Cc1cccnc1NC(=O)CCc1nnc2ccc(NCc3ccco3)nn12	0.5	3.9	-2.1	-1.4	104	11	10	-1	14	5	2

# From PubChem

# Compounds were not picked by outcome; about 2.8% have a hit in one of these screens.
